# uPA surface inh: cell surface uPA generation inhibition | Potency, µM (titrated, usually from 38.3 µM), for inactives: top-dose activity change, negative = inhibition, hits mostly inhibitors | 330,000 compounds, 0.31% hits | cell surface uPA generation assay, qHTS; active = well fitted inhibition curve with a large enough effect; inconclusive = small, poorly fitted or top-dose-only effect; inactive = no such curve, though single readings can be large or run the other way; tested in mouse RAW 264.7 cells; note: potency is the fitted concentration of half-maximal effect; % is set by controls: 0 for no effect and ±100 for the full control effect; nearly all actives have a fitted effect of over 55% in size
# Giardia kill: Giardia lamblia killing; AID 540267; activity change, % at 7.66 µM, hits read low; 340,000 compounds, 0.15% hits; Giardia lamblia trophozoite viability; in the data active = activity change below about -80%; inconclusive = between about -30% and that limit;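 note: parasites exposed to compound for two days anaerobically before the ATP read; % is set by controls: 0 for no effect and ±100 for the full control effect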
#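 Killing of trophozoites was scored by loss of ATP luminescence after a 48 hrs anaerobic exposure to compounds at 37 deg C, using 100 cells per well.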
# KCNH2 3.1 inh: blocks the human KCNH2 3.1 channel isoform; U2OS KCNH2 3.1, thallium flux FluxOr; stronger effect = lower value; 340,000 compounds, 0.95% hits; activity change, % (tested at about 1.8 µM); AID 720553;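 active = maximum activity change below -70%; inconclusive = maximum activity change from -70% to -50%; inactive = maximum activity change above -50%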;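 note: thallium influx rate constant from kinetic fluorescence after stimulation buffer; % is set by controls: 0 for no effect and ±100 for the full control effect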
#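 FluxOr-based Tl+ influx in U2OS cells transduced with KCNH2 3.1 virus; rate constants normalized to DMSO controls.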
# FLuc modulator: inhibits or activates purified firefly luciferase, miR-21 counter-screen; P08659; purified FLuc, Km substrates, luminescence inhibition; Potency, µM (series often up to 57.5 µM), for inactives: top-dose activity change, negative = inhibition, most hits filed as inhibitors; 360,000 compounds, 6.9% hits; AID 588342;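 note: potency is the fitted concentration of half-maximal effect; plate controls were vehicle for no effect and reference inhibitor for full effect; nearly all actives have a fitted effect of over 55% in size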
# Target sequence (P08659 whole entry, looked up): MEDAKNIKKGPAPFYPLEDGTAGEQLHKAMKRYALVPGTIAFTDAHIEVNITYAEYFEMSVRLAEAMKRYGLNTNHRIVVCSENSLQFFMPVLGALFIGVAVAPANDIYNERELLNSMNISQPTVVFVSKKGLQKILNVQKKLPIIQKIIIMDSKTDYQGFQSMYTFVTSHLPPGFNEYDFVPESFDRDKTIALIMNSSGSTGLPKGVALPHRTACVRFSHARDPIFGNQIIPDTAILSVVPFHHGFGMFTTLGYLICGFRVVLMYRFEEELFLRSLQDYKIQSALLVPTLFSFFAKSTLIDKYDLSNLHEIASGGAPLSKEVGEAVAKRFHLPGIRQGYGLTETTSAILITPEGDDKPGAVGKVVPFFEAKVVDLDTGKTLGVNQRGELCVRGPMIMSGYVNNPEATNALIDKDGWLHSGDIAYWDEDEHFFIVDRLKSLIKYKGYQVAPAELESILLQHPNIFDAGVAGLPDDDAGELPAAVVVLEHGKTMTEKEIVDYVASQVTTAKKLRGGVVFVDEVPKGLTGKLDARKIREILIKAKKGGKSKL
#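 Purified P. pyralis luciferase (10nM final) with 10uM D-luciferin and 10uM ATP (Km levels) in 50mM Tris acetate pH 7.5, 10mM Mg acetate, 0.01% Tween-20, 0.05% BSA; qHTS 6-point titration, ~60 µM downward; luminescence read.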
# Tb PFK inh: inhibitors of T. brucei phosphofructokinase. O15648. T. brucei PFK, ADP-Glo luminescence. 330,000 compounds, 0.17% hits. Potency, µM (doses to about 57.5 µM), inactives show top-dose activity, negative = inhibition, usual class: inhibitors;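 note: potency is the fitted concentration of half-maximal effect; 0% = uninhibited 1x PFK enzyme wells and -100% = no-enzyme wells; nearly all actives have a fitted effect of over 60% in size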
#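 Compounds were pin-transferred as a titration series up to 57 uM into substrate buffer (0.5 mM F6P, 0.1 mM ATP, pH 8.0), then 1.25 nM PFK was added and reactions ran 45 min before ADP-Glo detection.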
# FBPA coupling cs: coupling enzyme interference in Giardia aldolase counter-screen; activity change, negative = inhibition, % at 58.2 µM, hits read low; AID 2472; 290,000 compounds, 0.67% hits; coupling enzyme system counterscreen, AmpLite Red fluorescence; in the data active = activity change below about -30%; note: % is set by controls: 0 for no effect and ±100 for the full control effect
#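 First, compound is pin-transferred into glyceraldehyde-3-phosphate coupling-enzyme reagent at 57.5 uM final and held 10 min at RT. Next, substrate, coupling system and AmpLite Red are added. After 20 min RT, fluorescence (525/598 nm) is read.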
# ELG1 genotox: induces genotoxicity in HEK293T cells with luciferase-tagged ELG1; Potency, µM (series often up to 46 µM), inactives show at the highest dose activity change, positive = activation, most hits filed as activators; HEK293T ELG1-luciferase reporter, luminescence, 16 h; 330,000 compounds, 1.3% hits; AID 504466; note: potency is the fitted concentration of half-maximal effect; % of control where 0% means no effect; nearly all actives have a fitted effect of over 60% in size
#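 Screening used a luciferase reporter fused to human ELG1 in HEK293T cells. Luminescence was read on a CCD plate imager after 16 hr exposure and 30 min ONE-Glo incubation.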
# Rab9 promoter act: activators of Rab9 promoter | Potency, µM (series often up to 9.22 µM), inactives show at the top dose activation, negative = inhibition, hits mostly activators | 320,000 compounds, 2.8% hits | Huh7 Rab9 promoter-luciferase reporter, luminescence, 24 h; note: potency is the fitted concentration of half-maximal effect; % of control where 0% means no effect; nearly all actives have a fitted effect of over 60% in size
#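 Promoter activation is measured as luciferase luminescence in Huh7 cells stably transfected with a Rab9 promoter–luciferase construct, following 24 h compound exposure at 37 °C and 10 min reagent incubation at ambient temperature.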
# RORgamma inh: ROR gamma (mouse) transcription inhibition; Drosophila S2 Gal4-RORgamma UAS-luciferase reporter, 20 h; Potency, µM (top dose mostly 53.6 µM), for the others: at the highest dose activity change, negative = inhibition, most hits filed as inhibitors; 310,000 compounds, 5.4% hits; note: potency is the fitted concentration of half-maximal effect; % is set by controls: 0 for no effect and ±100 for the full control effect; nearly all actives have a fitted effect of over 60% in size
# Target sequence (P51450 whole entry, looked up, the tested form may be a part): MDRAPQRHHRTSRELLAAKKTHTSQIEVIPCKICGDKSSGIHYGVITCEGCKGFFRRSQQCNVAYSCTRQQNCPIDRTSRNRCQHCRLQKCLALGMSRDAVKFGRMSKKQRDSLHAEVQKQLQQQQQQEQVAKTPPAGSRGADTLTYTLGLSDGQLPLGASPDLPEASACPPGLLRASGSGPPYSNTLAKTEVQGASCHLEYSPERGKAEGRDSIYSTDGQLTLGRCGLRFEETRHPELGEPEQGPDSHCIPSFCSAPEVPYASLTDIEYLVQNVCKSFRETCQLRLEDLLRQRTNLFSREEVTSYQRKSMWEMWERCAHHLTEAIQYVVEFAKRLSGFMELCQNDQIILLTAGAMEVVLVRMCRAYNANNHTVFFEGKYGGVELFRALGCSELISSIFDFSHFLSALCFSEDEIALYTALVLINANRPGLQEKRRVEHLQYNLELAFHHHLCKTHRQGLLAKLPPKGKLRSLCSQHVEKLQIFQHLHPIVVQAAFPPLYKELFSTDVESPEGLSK
#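 Luciferase reporter read in Schneider cells carrying Gal4-RORγ (mouse) and UAS-Photinus luciferase; cells given compound 1 h before 700 uM copper sulfate induction, then incubated 20 h at ambient temperature.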
# NPC1 promoter act: NPC1 promoter activation. AID 485313. Potency, µM (doses to about 9.22 µM), inactives show top-dose activation, most hits filed as activators. Huh7 NPC1 promoter luciferase reporter, 24 h. 320,000 compounds, 2.4% hits;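 note: potency is the fitted concentration of half-maximal effect; % of control where 0% means no effect; nearly all actives have a fitted effect of over 60% in size; reporter is driven by a mutant NPC1 promoter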
#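 Stably transfected Huh7 (NPC1 promoter→luciferase), 1500 cells/well in Opti-MEM + 10% FBS, 2 h settle, then compound 24 h at 37 °C. Luminescence after 10 min with Amplite reagent.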
# Gal4-VP16 FLuc: counter-screen for ROR gamma inhibitors: Gal4-VP16 reporter; Drosophila S2 Gal4-VP16 UAS-luciferase, luminescence, 20 h; Potency, µM (highest dose often 53.6 µM), inactives show at the top dose activity, negative = inhibition, most hits filed as inhibitors; AID 2546; 310,000 compounds, 3.5% hits;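 note: Gal4-VP16 expression switched on by copper sulfate through the metallothionein promoter; potency is the fitted concentration of half-maximal effect; % is set by controls: 0 for no effect and ±100 for the full control effect; nearly all actives have a fitted effect of over 50% in size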
# Active calls of the source: *; ? = inconclusive; · = not tested or not shown; & = joins results of further samples; [ ] = dose if it differs, or a comment. Unless noted, calls come from the whole dose curve; as a rule, active = well fitted curve in the direction sought with a large enough effect; inconclusive = small, poorly fitted or top-dose-only effect, or another doubt; inactive = no such curve, though single readings can be large; an effect the other way counts as inactive or inconclusive.
Compound	FBPA coupling cs	KCNH2 3.1 inh	FLuc modulator	Rab9 promoter act	uPA surface inh	Giardia kill	RORgamma inh	NPC1 promoter act	Tb PFK inh	ELG1 genotox	Gal4-VP16 FLuc
COc1ccc(S(=O)(=O)N2CCCCCC2)cc1C(=O)N(C)CC(=O)Nc1cc(C)ccc1C	·	-4	0%	-20%	-3%	7	23%	-8%	-5%	-6%	-8%
O=C(NCc1n[nH]c(=S)n1-c1ccc(Cl)c(Cl)c1)c1cccs1	0	-12	?	-5%	2%	-4	16µM*	1%	-6%	1%	6%
CCC1Cc2c(nc(N)c3c(N)nc(N4CCCCC4)c(C#N)c23)O1 (centres undefined)	-20	-6	?	1%	10%	-7	21%	-9%	-1%	-7%	-7%
Cc1cc(C)c(S(=O)(=O)N2CCC(C(=O)NCc3ccc(Cl)cc3Cl)CC2)c(C)c1	0	-19	0%	-8%	4%	-12	8%	-9%	-13%	-14%	3%
CC(Cc1cccs1)NC(=S)Nc1ccc(Cl)c(Cl)c1 (centres undefined)	2	·	?	-2%	3%	18	7.9µM*	-3%	-2%	-2%	?
Cc1ccc(C(=O)Nc2ccccc2C(=O)NCC2CCCO2)cc1 (centres undefined)	3	-10	15µM*	9%	-32%	-6	3%	-14%	-10%	-2%	-4%
COCC(=O)Nc1ccc(S(=O)(=O)Nc2ncccn2)cc1	1	·	5%	-2%	·	·	16%	-1%	8%	-3%	4%
CCC(C)Nc1nc2c(c(=O)[nH]c(=O)n2C)n1CCOc1ccccc1 (centres undefined)	-1	-9	1%	-7%	1%	-25	3%	-6%	4%	4%	5%
COc1ccc(/C=C2\C(=O)ON=C2c2ccccc2)cc1	-1	3	?	0%	3%	-4	2%	-2%	-2%	?	-15%
COC(=O)CCCC1=CC2=C(c3ccccc3)C(=O)C(C)(OC(=O)C3CCCC3)C(=O)C2=CN1CCCCO (centres undefined)	-24&-13	-2	0%	2%	1%	-2	-8%	-3%	0%	3%	4%
COc1cccc(N2CCN(S(=O)(=O)c3ccc4c(c3)CC(C)N4C(=O)C3CC3)CC2)c1 (centres undefined)	0	-2	4%	0%	2%	-29	22%	1%	12%	-1%[9.26 µM]	-3%
O=C(N1CCOCC1)N1CCC(n2nnc3cc(F)ccc32)CC1	-10	4	-1%	-3%	8%	6	39%	-2%	-6%	0%	-1%
Cc1c(Cl)c(=O)n2c(=O)c(Cl)c(C)n12	-3	·	2%	0%	4%	-2	-25%	0%	-1%	0%	-3%
CC1(C)CC(=O)C(C=NC2CCCCC2)=C(O)C1	2	-5	0%	-5%	1%	-5	7%	-1%	1%	12%	6%
Cc1cc(C(F)(F)F)nc(SCC(=O)Nc2c(C)n(C)n(-c3ccccc3)c2=O)n1	1	5	1%	0%	9%	4	-1%	0%	6%	4%	-15%
Cc1cccc(C)c1OCCCCCNCCO	-1	-7	2%	9%	-8%	16	0%	1%	-4%	0%	1%
O=C(NCc1cccnc1)c1cccnc1-c1nc2ccccc2s1	-11	-5	-3%	0%	-1%	2	1%	-3%	-6%	-4%	2%
Cc1ccccc1-n1ncc2c1CC(C)(C)CC2NC(=O)CCCN1CCCC1=O (centres undefined)	·	·	1%	5%	-5%	39[activator]	3%	-1%	-6%	15%	-1%
O=S(=O)(c1ccc(Cl)nc1)N1CCc2ccccc21	-5	-22	4%	-2%	-3%	-29	29%	2%	4%	-1%	12%
COc1ccc(-c2cnc(N)n2CC2CCCO2)cc1 (centres undefined)	-2	-2	?	14%	0%	22	-13%	10%	2%	-5%	-13%
Cn1cnc(S(=O)(=O)N2CCc3ccccc32)c1	-4	1	-1%	3%	1%	9	16%	0%	-3%	1%	-2%
O=C(CNC(=O)c1ccccc1)NCCc1ccc(O)c(O)c1	-5	·	?	14%	·	·	1%	1%	-23%	1%	13%
C/C(N)=C(/C#N)C(=O)CSc1ncnc2ccccc12	0	3	-4%	0%	0%	9	-11%	-1%	-5%	4%	3%
CCC(C)NC(=O)CN(C1CCCCC1)S(C)(=O)=O (centres undefined)	-3	14	-2%	0%	5%	-3	3%	1%	0%	-1%	-9%
Cc1ccc(C)c(Cn2c3ccccc3c3cnn(CC(=O)NCc4ccccn4)c(=O)c32)c1	·	1	0%	-5%	-2%	4	-32%	-3%	-3%	1%	-29%
CN1C(=O)C(C)(C)c2cc(S(=O)(=O)N3CCN(c4ccc(F)cc4)CC3)ccc21	4	-4	1%	-7%	-5%	-8	19%	0%	-5%	-5%	1%
CCCC(=O)NC(Nc1ccccc1OC)C(Cl)(Cl)Cl (centres undefined)	1	-5	1%	-5%	3%	3	-6%	0%	0%	-5%	3%
O=C(Nc1cccnc1)Nc1ccc(F)c(Cl)c1	0	12	24µM*	12%	-2%	-2	21%	12%	?	-8%	-6%
Cc1cc(OCC(=O)Nc2ccc3oc(-c4ccncc4)nc3c2)ccc1Cl	2	-25	7%	·	2%	-12	-1%	·	·	·	17%
COc1ccc(S(=O)(=O)n2cnc3ccccc32)cc1	1	7	0%	-2%	5%	25	-20%	-2%	1%	-4%	3%
Cc1ccc(C)c(-c2nnc(NC(=O)Cc3ccccc3)o2)c1	·	7	-1%	-8%	-6%	31[activator]	1µM*	3%	-4%	-5%	1.1µM*
Cc1ncc(CN2CCC(CO)(CCc3ccccc3)CC2)s1	-1	0	-2%	0%	0%	2	0%	-1%	3%	-2%	-11%
Cc1ccc2c(c1)N(C(=O)CCC(=O)NCCCN(C)Cc1ccccc1)CCO2	4	18	-1%	7%	-14%	0	2%	3%	1%	-11%	-7%
CCc1nnc(NC(=O)c2ccc3nc(CC)c(CC)nc3c2)s1	11	1	?	25%	·	-23	6%	13%	3%	12%	27%
O=C(N/N=C/c1ccc[nH]1)c1cc2ccccc2cc1O	-23	1	6.7µM*	9%	-6%	2	1.1µM*	9%	-2%	25%	?
Cc1ccc(Cl)cc1N1CCN(S(=O)(=O)c2ccc3c(c2)OCCO3)CC1	-1	0	2%	0%	0%	-3	11%	0%	7%[0.46 µM]	-2%	-2%
CC(C)(C)NC(=S)NCc1cccnc1	1	12	-2%	-2%	·	-13	-35%	-1%	-2%	-3%	-12%
COc1ccc(C(=O)O/N=C(\N)c2ccc(OC)c(OC)c2)c(OC)c1	3	-21	?	24%	?	-21	-20%	24%	21%	?	-11%
CC1CCCc2sc3nc(NCc4ccco4)n4ncnc4c3c21 (centres undefined)	2	·	-19%	0%	0%	4	43%	9%	4%	1%	2%
COC(=O)N/N=C\c1c(C)nn(-c2ccccc2)c1Cl	2	1	15µM*	?	-15%	-3	21%	?	0%	?	22%
COCCNc1nc(N)c([N+](=O)[O-])c(NCC2CCCO2)n1 (centres undefined)	1	-6	2%	-7%	-1%	-1	30%	0%	1%	7%	3%
COc1ccc(N2C(=O)C3CCCN3C2=S)cc1 (centres undefined)	2	-18	0%	-2%	1%	-14	3%	2%	-1%	0%	-14%
COc1ccccc1NC(=O)C(C)OC(=O)C1COc2ccccc2O1 (centres undefined)	·	-14	·	-3%	3%	28	·	-3%	-8%	0%	·
Cc1cccc(Cn2c(SCCN3CCOCC3)nc3c2c(=O)n(C)c(=O)n3C)c1	-3	17	-3%	-8%	-6%	-15	-11%	-3%	0%	6%	7%
CCOc1ccc2nc(NC(=O)CN3CCOCC3)sc2c1	-2	27	-18%	7%	-2%	16	29%	7%	-5%	?	-3%
CCOc1cccc2cc(C(=O)OCC(=O)Nc3c(C)cccc3CC)c(=O)oc12	·	-10	15µM*	0%	-13%	17	·	0%	-6%	12%	·
CCOC(=O)N1CCN(C(=S)NC(=O)c2c(-c3c(Cl)cccc3Cl)noc2C)CC1	-2	15	4%	0%	-2%	-12	0.25µM*	0%	-4%	-9%	0.79µM*
CC(=O)c1ccc(OCC(=O)NCC(c2ccco2)N2CCCCC2)cc1 (centres undefined)	0	-4	-3%	3%	·	14	5%	-4%	2%	0%	-1%
O=C(NCC1CCN(c2ccc(S(=O)(=O)N3CCOCC3)cc2)CC1)c1cccc(Cl)c1	12	-15	1%	13%	-5%	14	?	0%	-11%	-13%	-16%
CCOc1cccc(SCc2noc(C(=O)NCCOC)c2C(=O)O)c1	12	17	-15%	1%	5%	8	-1%	-8%	13%	-4%	0%
O=C(O)c1ccccc1CSc1nc2ccccc2[nH]1	-1	2	11µM*	?	2%	-13	-11%	?	0%	?	?
